ARNT-TACC3 inh = disruptors of human ARNT/TACC3 interaction. Q9Y6A5. AlphaScreen His-ARNT PAS-B/GST-TACC3 binding, luminescence; TACC3 fragment carries E629A point mutation. inhibition, % at 9.99 µM. 390,000 compounds, 0.66% hits;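 active = mean inhibition of replicates at least 50% and at least half of replicates each reaching 50%; inconclusive = half or more replicates reach 50% but mean below 50%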;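 also: 0% = complete ARNT plus TACC3 wells and 100% = ARNT alone without TACC3; many hits fall short of the cut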
esBAF inh = blocks esBAF chromatin remodeling in mouse ES cells; reporter increase, % at 12.5 µM; 350,000 compounds, 2% hits; Bmi1-luciferase knock-in reporter, 24 h; 100% = twice the neutral-well signal; AID 602393; in the data active = activation above about 40%; inconclusive = no clear call, values can overlap the other calls;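 also: 0% = median of the plate's neutral control wells and 100% = double that signal; a rise in the Bmi1 reporter signal indicates esBAF inhibition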
RAD54 branch = inhibitors of human RAD54 branch migration; RAD54 Holliday junction branch migration, FAM/BHQ fluorescence; 360,000 compounds, 0.14% hits; inhibition, % at 10.4 µM; Q92698;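 active = mean normalized replicate activity at least 40 and at least half of replicates scoring 40 or more; inconclusive = only one of the two criteria met; inactive = mean below 40 and under half of replicates reaching 40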;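 also: 0% = median of neutral control wells and 100% = median of positive control wells; inhibitors cause a drop in the FAM fluorescence signal; in these data hits start at about 50%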
INS-1E GSIS act = GLuc luminescence reporter in INS-1E cells, primary screen for activators of glucose-dependent secretion of insulin; activation, % at 16.6 µM; INS-1E GLuc reporter insulin secretion, 2-3 h; 370,000 compounds, 0.61% hits;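 active = lowest replicate activation of at least 40%, so every replicate reaches that level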;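 also: 0% = median of neutral control wells and 100% = median of IBMX positive control wells; some compounds called inactive have numbers as strong as hits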
XiGFP reactiv = activators of X-chromosome reactivation in mouse fibroblasts; XiGFP mouse fibroblasts, % GFP-positive cells imaging, 3 d; cells co-treated with 5-aza-dC sensitizer; scaled so ellipticine positive control = 100%; activation, % at 7.58 µM; 360,000 compounds, 0.055% hits; AID 743238;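 active = mean normalized replicate activation at least 10% and every replicate at or above 10%; inconclusive = only one of the two criteria met; inactive = mean below 10% and not all replicates reach 10%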;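 also: 0% = median of on-plate neutral control wells and 100% = ellipticine 6 µM median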
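assay system = SV40-immortalized XiGFP fibroblast cells, line 68-5-11 | buffer or medium = DMEM plus 5-aza-dC sensitizer | doses = single-point pinned compound dosing | times = 3-day compound exposure, then 15 min fixation at room temperature | benchmarks = positive control ellipticine, 6 µM final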
ERAP1 inh = ERAP1 (human) enzyme inhibition. Q9NZ08. recombinant ERAP1, Leu-AMC fluorescence, 60 min. inhibition, % at 10.7 µM. 340,000 compounds, 0.15% hits;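 active = mean replicate inhibition of at least 30%, or all replicates individually reaching that 30% level; inactive = mean below 30% and not every replicate reaching it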;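 also: 0% = neutral control wells and 100% = L-leucinethiol positive control wells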
Target sequence (Q9NZ08 whole entry, looked up): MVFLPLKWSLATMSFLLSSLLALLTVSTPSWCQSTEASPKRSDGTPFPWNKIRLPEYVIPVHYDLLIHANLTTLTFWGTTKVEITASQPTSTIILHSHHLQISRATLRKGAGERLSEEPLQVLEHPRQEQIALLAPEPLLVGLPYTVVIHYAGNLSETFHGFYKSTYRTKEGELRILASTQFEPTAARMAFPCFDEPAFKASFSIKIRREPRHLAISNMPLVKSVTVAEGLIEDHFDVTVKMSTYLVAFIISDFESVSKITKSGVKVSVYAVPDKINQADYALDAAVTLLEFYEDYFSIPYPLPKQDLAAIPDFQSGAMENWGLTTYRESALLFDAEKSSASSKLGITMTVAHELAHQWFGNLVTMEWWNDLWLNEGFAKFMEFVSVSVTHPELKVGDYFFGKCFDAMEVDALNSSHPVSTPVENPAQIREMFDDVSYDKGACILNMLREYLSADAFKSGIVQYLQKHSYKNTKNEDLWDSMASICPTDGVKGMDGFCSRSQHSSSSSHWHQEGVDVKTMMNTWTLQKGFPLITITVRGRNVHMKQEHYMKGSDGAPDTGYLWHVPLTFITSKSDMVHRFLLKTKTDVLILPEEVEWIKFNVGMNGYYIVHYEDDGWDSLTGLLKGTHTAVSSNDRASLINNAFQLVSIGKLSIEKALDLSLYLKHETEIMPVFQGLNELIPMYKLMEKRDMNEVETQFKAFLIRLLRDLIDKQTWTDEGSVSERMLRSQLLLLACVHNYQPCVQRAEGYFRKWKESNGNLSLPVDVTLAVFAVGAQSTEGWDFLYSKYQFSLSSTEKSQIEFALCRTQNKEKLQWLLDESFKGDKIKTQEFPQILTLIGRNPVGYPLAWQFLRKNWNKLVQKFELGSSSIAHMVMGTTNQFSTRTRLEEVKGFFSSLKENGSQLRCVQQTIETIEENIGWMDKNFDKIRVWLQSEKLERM
F508del corr = CFTR F508del correction in bronchial cells | activity (quench increase), % at 7.58 µM | CFBE cells, YFP halide quenching; stimulated with forskolin plus potentiator P3; % fluorescence drop versus neutral controls | AID 720511 | 350,000 compounds, 0.36% hits;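 active = mean added fluorescence quench of at least 8% versus neutral control, with both replicates also reaching 8%; inconclusive = only one of the mean or replicate conditions met; inactive = mean below 8% and not both replicates reaching 8%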;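 also: cells transiently co-express mutant CFTR-F508del with the halide-sensitive YFP; corrector assay measuring rescue of mutant channel to the surface after 24 h compound exposure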
RAD52 anneal inh = blocks human RAD52 DNA annealing. P43351. recombinant RAD52 DNA annealing, FRET fluorescence. inhibition, % at 18.7 µM. 360,000 compounds, 0.46% hits. AID 651710;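 active = every replicate showing at least 50% inhibition; inconclusive = mean inhibition at least 50% but not in every replicate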
Active calls of the source: *; u = inconclusive; x = no result given.

SMILES	ARNT-TACC3 inh	esBAF inh	RAD54 branch	INS-1E GSIS act	XiGFP reactiv	ERAP1 inh	F508del corr	RAD52 anneal inh
CC(C)c1ccc(OCC(=O)NNC(=O)c2cnccn2)cc1	12	x	x	2	0.3	-2	-1.4	-20
Cc1cc(C)cc(CC(=O)N2CCC2(C)C(=O)NS(=O)(=O)c2ccccc2Cl)c1 (configuration not stated)	x	6	-5	-9	0.0	12	-4.6	-11
COc1ccc(S(=O)(=O)N2CCC[C@H]2C(=O)NC2=NCCS2)cc1	-1	-10	1	x	x	1	x	-4
CCC(NS(=O)(=O)c1ccc(C)cc1)C(=O)O (configuration not stated)	-6	4	-13	3	x	x	x	x
Cc1cc(C)nc(SCC(=O)c2ccc(C)c(C)c2)n1	-15	9	-3	-11	0.2	-2	-0.9	-10
CCCNC(=O)C[C@H]1C[C@@H]2c3cc(NC(=O)Nc4ccccc4F)ccc3O[C@@H]2[C@H](CO)O1	-5	2	-15	0	0.1	3	-1.2	6
Cc1sc(N)nc1-c1ccccc1	-4	1	-6	-5	0.0	-2	1.1	-7
CC(C)(O)C#Cc1ccc(C(=O)N2CCC(C(N)=O)(N3CCCCC3)CC2)o1	2	x	-5	-1	0.2	0	-0.6	-15
C[C@H](CO)N1C[C@H](C)[C@@H](CN(C)Cc2ccc(Oc3ccccc3)cc2)Oc2ncc(-c3cccnc3)cc2C1=O	13	-3	5	-24	-1.0	-2	-2.0	24
O=C(COc1cccnc1[N+](=O)[O-])Nc1ccc2c(c1)OCO2	16	x	x	11	-0.2	12	-1.8	-13
CN(CCNC(=O)c1cn(C)c2ccc(S(=O)(=O)N(C)C)cc2c1=O)CCc1ccccc1	-2	4	-10	3	0.2	x	3.0	-5
COc1cccc(C(=O)Nn2cnnc2)c1	-8	x	x	-3	0.0	-2	-1.2	-6
Cc1ccccc1-c1ccc([C@H]2[C@H]3CN(C(=O)NC4CCCC4)CC(=O)N3[C@H]2CO)cc1	x	x	x	-17	0.1	5	4.5	-2
CC(C)c1cn(CC[C@@H]2CC[C@@H](NC(=O)C3CCC3)[C@@H](CO)O2)nn1	-8	-5	0	-11	-0.7	2	-2.7	7
CCOc1ccc(NC(=O)C23CC4CC(C2)CC(c2ccccc2)(C4)C3)cc1	-3	1	-9	-33	x	x	x	x
Cc1ccc(S(=O)(=O)N(C)C[C@@H]2Oc3ncc(/C=C/c4ccccc4)cc3C(=O)N([C@H](C)CO)C[C@@H]2C)cc1	32	-8	6	-13	0.7	1	2.0	15
C[C@@H]1CN([C@@H](C)CO)C(=O)c2cc(NS(=O)(=O)c3cccs3)ccc2O[C@H]1CN(C)C(=O)Nc1cccc2ccccc12	-8	0	12	-4	-1.1	0	-2.2	-11
O=C(CNC(=O)c1cccc(F)c1)OCCOc1cccc(Cl)c1	6	x	-3	-16	0.1	3	-2.2	-1
O=C(/C=C/c1ccc2c(c1)OCO2)c1ccc(F)cc1	0	31	-13	-11	0.1	0	-0.4	-17
C[C@@H]1CN([C@@H](C)CO)C(=O)c2cc(C#Cc3ccccc3)cnc2O[C@@H]1CN(C)C(=O)CCN1CCCCC1	8	-4	11	1	-2.1	-2	5.8	40
Cc1nc(-c2ccc(S(=O)(=O)Nc3cc(F)ccc3F)cc2)co1	-41	6	-5	3	0.1	6	-0.2	-21
Oc1oc(-c2cccc3ccccc23)nc1/C=N/c1nccs1	-2	8	-12	8	0.0	x	x	x
COc1ccccc1C(=O)n1nc(C)cc1C	1	-3	-18	12	x	x	x	x
CCOc1cc(N2CCOCC2)c(OCC)cc1NC(=O)CN1C(=O)NC2(CCCCC2)C1=O	5	-10	-7	-3	-0.1	5	22*	-16
COc1cccc(-c2cccc(-c3nc(C(=O)NCc4ccc(Oc5ccccc5)cc4)cc4c3[C@@H](CCO)N(S(=O)C(C)(C)C)C4)c2)c1 (some centres not stated)	x	x	x	-10	0.1	2	4.7	-26
O=C(C[C@H]1C=C[C@H](NC(=O)c2cccc(F)c2)[C@@H](CO)O1)NCc1ccc(Oc2ccccc2)cc1	-33	2	-4	9	-0.3	3	1.8	4
C[C@@H]1CN([C@@H](C)CO)C(=O)Cc2cc(NC(=O)Cn3cnnn3)ccc2O[C@H]1CN(C)Cc1ccncc1	-10	-2	-9	3	0.1	1	-0.9	-9
O=C(Cc1ccccc1)Nc1ccccc1C(=O)N1CCCCC1	-6	x	6	19	0.0	1	-0.8	-14
CN1CCN(c2nc3cc(N4CCOCC4)ccc3s2)CC1	x	39	-15	11	0.0	x	0.8	23
COc1cccc(NC(=O)N(C)C[C@H]2Oc3cc(C#CC4(O)CCCC4)ccc3S(=O)(=O)N([C@@H](C)CO)C[C@H]2C)c1	1	9	-2	-18	-0.1	0	2.7	17
Cc1ccc(F)cc1NC(=O)c1sc2ncn(CC(=O)N3CCN(c4ccccn4)CC3)c(=O)c2c1C	-11	-4	-10	-7	0.0	0	-1.0	-24
CCOC1=C2CN(S(=O)(=O)c3ccccc3)[C@@H](c3ccccc3)C[C@H]2[C@H]2C(=O)N(c3ccccc3)C(=O)[C@H]2C1	x	x	x	3	-0.1	x	1.4	-73
CCOC(=O)C1CCN(C(=O)Cn2nc(C)n3nc(-c4ccc(CC)cc4)cc3c2=O)CC1	3	10	5	4	0.1	1	0.4	-10
CC(C)[C@H](NC(=O)C1CCN(C(=O)[C@H](Cc2ccccc2)NC(=O)OC(C)(C)C)CC1)C(=O)O	-14	-4	-3	-1	0.0	-2	-0.6	-14
CC(C)C[C@H](NC(=O)OCC1c2ccccc2-c2ccccc21)C(=O)O	-4	31	-5	x	0.0	-5	-24	-19
C=CCNC(=O)c1ccc(Cn2cc(C(F)(F)F)ccc2=O)cc1	5	-9	-3	11	0.0	-2	-0.2	-7
NC(=O)c1ccc(=O)n(Cc2ccc(F)c(F)c2)c1	-1	1	0	-18	0.1	-1	x	-6
O=C(COc1ccc(Cl)cc1)NCc1ccncc1	-3	0	-5	1	0.0	1	2.0	-15
Cc1cc2cc(CCNC(=O)C(=O)c3c[nH]c4ccccc34)c(=O)[nH]c2cc1C	-3	x	x	-6	0.0	-5	-7.1	-32
CC(C)NC(=O)N(C)C[C@@H]1Oc2ccc(NC(=O)CCCN(C)C)cc2C(=O)N([C@@H](C)CO)C[C@@H]1C	3	-1	-5	10	0.1	0	2.6	-3
CN1c2ccc(Br)cc2[C@H]2[C@H](CCN2S(=O)(=O)c2ccccc2)[C@@H]1CO	-6	1	1	11	0.1	-2	0.8	-1
CCNC(=O)[C@@H]1[C@@H](CO)[C@@H]2Cn3c(cccc3=O)[C@@H]2N1Cc1ccccc1Cl	-6	-2	-33	10	0.4	0	-0.1	0
O=C(CP(=O)(c1ccccc1)c1ccccc1)N1CCOCC1	-5	x	x	-3	0.2	5	-3.1	-10
O=C(Oc1c(CN2CCOCC2)cc(Cl)c2cccnc12)c1ccccc1	52*	2	x	-10	0.0	3	x	-12
Cc1ccc(S(=O)(=O)Nc2ccc3c(c2)C(=O)N([C@H](C)CO)C[C@H](C)[C@@H](CN(C)C(=O)Nc2ccc(C(F)(F)F)cc2)OCCCC[C@@H](C)O3)cc1	-12	-2	-12	0	0.3	2	2.0	-19
CNC[C@@H]1Oc2c(NC(=O)Nc3ccc(F)cc3)cccc2C(=O)N([C@H](C)CO)C[C@H]1C	-1	-1	6	-1	-1.3	-8	0.1	-19
CC(C)NC(=O)N(C)C[C@H]1Oc2ccc(NC(=O)Cc3cn(C)c4ccccc34)cc2CC(=O)N([C@@H](C)CO)C[C@H]1C	13	-3	-18	16	2.1	-4	-4.5	-7
COc1cccc(=O)c2c(C)oc(C)c12	-1	5	-8	7	x	x	x	x
Cc1cc(-c2cc(-c3ccc(Cl)cc3)on2)nc(NC2CCCC2)n1	6	-7	-9	2	0.0	-2	2.4	-8
COc1ccc(OCC(=O)Nc2cc(OC)ccc2N2CCCCC2)cc1	-7	-5	2	4	0.0	1	0.9	-5
COc1ccc2c3c(n(C)c2c1)[C@H](CO)N(Cc1ccccc1)CC31CCN(C(=O)C2CC2)CC1	x	x	x	-13	0.6	-5	5.7	-102
Cc1ccc(NC(=O)c2ccc3snnc3c2)cc1C	-13	u	1	1	0.1	1	2.0	-15
CNCc1ccccc1Sc1cccc(O)c1	-7	x	2	5	0.0	x	x	x
CN1[C@@H]2c3ccc(-c4cccc(F)c4)c(=O)n3C[C@@H]2[C@@H](CO)[C@@H]1C(=O)NCc1ccccn1	2	-2	1	10	0.4	-2	x	-12
COc1ccc(/C=N/N2C(=O)CN(C(=O)c3ccccc3)C2c2ccc(OC)cc2)cc1 (configuration not stated)	x	x	-5	4	-0.2	2	-1.1	-14
CNc1ncnc2c1ncn2[C@H]1CN(Cc2cccnc2)C[C@@H](CO)O1	x	-3	-1	21	0.0	-6	2.7	-12
Cc1ccc(-n2ncc(C(=O)NC3CC3)c2C2CCN(C(=O)OC(C)(C)C)CC2)c(C)c1	-17	-45	7	-20	0.3	-6	-1.8	-8
COC(=O)CN(c1ccccc1[N+](=O)[O-])S(=O)(=O)c1ccccc1	-4	-7	x	27	0.0	0	1.3	4
Cc1ccc(NC(=O)CN(C)C(=O)COC(=O)CNS(=O)(=O)c2ccc(F)c(F)c2F)cc1	-3	x	x	-4	0.0	0	1.5	-5
O=S(=O)(Nc1cccc2ccccc12)c1cccc2nonc12	-4	x	-7	-19	0.0	2	2.4	-9

(continued)
SMILES	ARNT-TACC3 inh	esBAF inh	RAD54 branch	INS-1E GSIS act	XiGFP reactiv	ERAP1 inh	F508del corr	RAD52 anneal inh
COc1cc(C(O)P(=O)(OCCC(C)C)c2ccc(N(C)C)cc2)cc(OC)c1OC (configuration not stated)	-7	x	-5	-12	0.0	7	1.0	-4
CC(C)C(=O)N1CCC1(C)C(=O)Nc1ccccc1OC(F)F (configuration not stated)	x	3	-2	5	0.1	3	2.9	-10
C[C@H]1CN([C@@H](C)CO)S(=O)(=O)c2ccc(-c3cncnc3)cc2O[C@H]1CN(C)C(=O)Cc1cccnc1	16	-17	11	16	-0.3	-4	1.3	26
CCCN(CCC)Cc1cc2ccccc2c2c1COC2	-4	3	9	11	x	x	x	x
CCOCCCNC(=O)C(c1ccc(Cl)cc1)N(Cc1cccs1)C(=O)c1ccccn1 (configuration not stated)	-5	x	x	-7	-0.1	-5	2.6	-3
CCC(=O)N(C)C[C@H]1Oc2ncc(-c3ccccc3C)cc2C(=O)N([C@H](C)CO)C[C@H]1C	-10	-4	8	3	0.6	-2	1.1	5
CCCCC(NS(=O)(=O)c1ccc(C)cc1)C(=O)Oc1ccc2c3c(c(=O)oc2c1)CCC3 (configuration not stated)	-5	1	-8	9	0.1	-3	-1.6	-17
C[C@H]1CN([C@@H](C)CO)C(=O)CCCn2nncc2CO[C@@H]1CN(C)Cc1ccc(C(=O)Nc2ccccc2N)cc1	0	-10	-1	4	0.2	0	-1.6	3

As entered above.
Reading of CCOCCCNC(=O)C(c1ccc(Cl)cc1)N(Cc1cccs1)C(=O)c1ccccn1 (configuration not stated) in RAD52 anneal inh: -3
Reading of CCCCC(NS(=O)(=O)c1ccc(C)cc1)C(=O)Oc1ccc2c3c(c(=O)oc2c1)CCC3 (configuration not stated) in RAD54 branch: -8

From PubChem BioAssay
